# XIAP antagonists: small molecules displacing peptide from XIAP – biochemical, IAP family, fluorescence polarization (AID 1018); XIAP BIR domain, fluorescence polarization peptide displacement; higher % means a stronger effect; displacement, % at 20 µM, or IC50 in µM where a hit was titrated; 0.007% of 200,000 active; in the data active = displacement above about 50%; also: a part of the inactive calls stands beside numbers as strong as those of hits
# Rac1 GTP hydrolysis: MgcRacGAP GTPase-activating activity inhibitors, confirmation, biochemical, ADP Hunter fluorescence; MgcRacGAP-stimulated Rac1 GTP hydrolysis, ADP Hunter fluorescence; higher % means a stronger effect; GST-tagged Rac1 F28L mutant substrate; inhibition, % at 30 µM; hits with a dose series show IC50 in µM; 0.6% of 340,000 active; AID 624330;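 active = first-screen hits whose inhibition reached a set limit at any dose in the follow-up dose series; inconclusive = inhibition above the set first-screen limit but never retested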;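 also: fluorescence reports GDP produced by GAP-driven GTP hydrolysis; strong numbers were not always called active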
# Large T inhibition: SV40 large T antigen inhibitors, biochemical (AID 1903). SV40 large T antigen ATPase/helicase inhibition assay; higher % means a stronger effect. inhibition, % at 20 µM, or IC50 in µM where a hit was titrated. 0.39% of 310,000 active; in the data active = a potency from the dose series; inconclusive = inhibition mostly from about 32% at the one dose, without a potency; inactive = the rest, 99 in 100 with inhibition below about 32%; also: strong numbers were not always called active
# RSV CPE inhibition: inhibition of RSV-induced cytopathic effect – HEp-2 cells, primary 10 µM value included (AID 2391); HEp-2 cells, RSV-induced CPE inhibition; higher % means a stronger effect; CPE inhibition, % at 10 µM; hits with a dose series show IC50 in µM; 0.13% of 310,000 active; in the data active = a potency from the dose series; inconclusive = CPE inhibition mostly from about 23% at the one dose, without a potency; inactive = the rest, 99 in 100 with CPE inhibition below about 21%; also: strong numbers were not always called active
# LYP phosphatase: inhibitors of LYP phosphatase, biochemical, fluorescence intensity, uHTS (AID 1779) | inhibition, % at 11.5 µM; hits with a dose series show IC50 in µM | recombinant LYP phosphatase, fluorescence intensity; higher % means a stronger effect | 0.054% of 290,000 active; in the data active = inhibition above about 50%;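 also: plate controls were vehicle with enzyme for no effect and no enzyme for full effect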
# AID2073: inhibitors of Mint1-CaV2.2 protein interaction, biochemical, HTRF (AID 2073); HTRF protein-protein interaction, Mint1-CaV2.2; higher % means a stronger effect; inhibition, % at 20 µM; hits with a dose series show IC50 in µM; 0.19% of 290,000 active; in the data active = inhibition mostly above about 51%, no sharp cut-off; inconclusive = no clear call, values can overlap the other calls; inactive = mostly below about 53%; also: some results filed as inactive read as strong as hits
# NS5 inhibitors: Dengue-2 NS5 methyltransferase inhibitors, primary screen, biochemical, confirmation dose response (AID 588689). 0.3% of 340,000 active. inhibition, % at 25 µM; hits with a dose series show IC50 in µM. Dengue-2 NS5 methyltransferase capping enzyme assay, biochemical; higher % means a stronger effect; in the data active = a potency from the dose series; inconclusive = inhibition above about 29% without an active follow-up result
# Siah-1 displacement: blockers of Siah-1 interaction with plectin peptide – biochemical, fluorescence polarization, rhodamine-plectin, uHTS, primary screen (AID 1817); Siah-1 / rhodamine-plectin peptide fluorescence polarization; higher % means a stronger effect; one-dose displacement, % at 20 µM; IC50 in µM for titrated hits; 0.02% of 290,000 active;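 active = displacement of at least 50% at 20 µM, with a fluorescence ratio check between 0.3 and a set limit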;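 also: plate controls were Siah plus tracer with DMSO for no effect and tracer alone without Siah for full effect; strong numbers were not always called active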
# HIV fusion peptide: cell-free HIV fusion peptide-binding blockers – biochemical, uHTS, fluorescence dequenching, primary screen (AID 1986); cell-free peptide binding, fluorescence dequenching, 30 min; higher % means a stronger effect; inhibition, % at 20 µM; hits with a dose series show IC50 in µM; 0.3% of 290,000 active; in the data active = inhibition mostly above about 52%, no sharp cut-off; inactive = mostly below about 76%; also: some results filed as inactive read as strong as hits
# NS5 inhibitors pilot replicate: second read-out of NS5 inhibitors, no call of its own (marks repeat the call); inhibition, %; measured here: pilot screen replicate inhibition
# Numbers without * were called inactive; ? = inconclusive; · = no result given.
SMILES,XIAP antagonists,Rac1 GTP hydrolysis,Large T inhibition,RSV CPE inhibition,LYP phosphatase,AID2073,NS5 inhibitors,Siah-1 displacement,HIV fusion peptide,others
Cc1sc2ncn(CC(=O)NCCCC(=O)N3CCC(C)CC3)c(=O)c2c1C,·,10%,6%,1.5%,-6%,6%,-6%,4%,-0.5%,
CC(=O)c1nn(-c2ccc(C(F)(F)F)cc2)c(=O)[nH]c1=O,·,13%,3%,18%,-6%,17%,-11%,0%,-2.6%,
O=C(NC1CCCCC1)C(c1cccs1)N(C(=O)C(F)(F)F)c1ccccc1 (configuration not stated),-15%,5%,-2%,1.1%,1%,-1%,-3%,3%,-1.4%,
CN(CC(=O)NCCCN1CCOCC1)S(=O)(=O)c1ccc(F)cc1,·,4%,12%,2.1%,-2%,1%,-13%,0%,0.4%,
Cc1onc(-c2c(F)cccc2Cl)c1C(=O)N=C(N)N1CCCC1,·,4%,5%,0.0%,-4%,2%,5%,1%,-0.7%,
O=C(c1cc2c(F)cccc2s1)N1CCCC1,1.3%,16%,17%,3.6%,-5%,-5%,9%,9%,1.6%,
CCNC(=S)Nc1cc(C)ccn1,-5.6%,-3%,5%,0.2%,0%,-13%,-8%,5%,-0.7%,
COc1cccc2c(=O)c3c(cnn3C)n(C)c12,-5.5%,15%,-18%,13%,-12%,16%,-1%,5%,2.8%,
CC(=O)Nc1cccc(-c2nnc(SCc3ccccc3C#N)n2C)c1,-3.6%,7%,-3%,-0.7%,-15%,-12%,-3%,-2%,-1.5%,
O=C(Nc1nc2ccsc2c(=O)s1)c1ccco1,·,·,17%,·,-2%,12µM*,·,35%,2.4%,
COc1cccc(NC(=O)Nc2ccc(C(C)(C)C)cc2)c1,0.5%,8%,-5%,·,7%,5%,-2%,14%,1.7%,
CCOC(=O)Nc1ccccc1N1C(=O)c2ccccc2C1=O,-5.8%,5%,8%,0.7%,-8%,-6%,-1%,-2%,0.8%,
Cc1cc(C(=O)N2CCN(Cc3ccccc3)CC2)ccc1[N+](=O)[O-],·,-8%,2%,-0.7%,-7%,5%,-3%,-6%,-0.3%,NS5 inhibitors pilot replicate=-0.6
COc1cccc(C2=NN(C(=O)CCCC(=O)O)C(c3cccs3)C2)c1 (configuration not stated),·,8%,5%,0.4%,-5%,-3%,-6%,12%,0.5%,
OCC1CCCN(c2nc(CN3CCCCC3)nc3scc(-c4ccccc4)c23)C1 (configuration not stated),0.3%,13%,-9%,-1.5%,-8%,0%,-9%,9%,-1.9%,
CCC(=O)O[C@]1(C(=O)CCl)[C@@H](C)C[C@H]2[C@@H]3CCC4=CC(=O)C=C[C@]4(C)[C@@]3(F)[C@@H](O)C[C@@]21C,-6.4%,2%,6%,-2.4%,-2%,-6%,4%,2%,-0.2%,
CCC(=O)Nc1ccc(/C=C(\C(C)=O)C(=O)c2ccccc2)cc1,·,6%,6%,-1.4%,2%,-4%,-15%,1%,0.9%,
Cc1cc(/C=C(\C#N)C(=O)O)c(C)n1CCC(C)C,·,-7%,14%,4.7%,-8%,7%,-4%,-11%,1.9%,
CC(NC(=O)c1cccc(N2CCCC2=O)c1)c1ccc2c(c1)OCCO2 (configuration not stated),-6.5%,-2%,0%,1.0%,-2%,-6%,3%,10%,-0.7%,
Cc1ccc(OCC(=O)O/N=C(\N)c2ccncc2)c(C)c1,·,4%,7%,0.5%,-8%,2%,-12%,-4%,-1.7%,
CCC(C)[C@H](NC(=O)NC1CCCc2ccccc21)C(=O)O (some centres not stated),-3.5%,-1%,9%,0.0%,-8%,24%,-4%,4%,24%,
O=C(NCc1ccco1)C(c1ccccc1)N(CC1CCCO1)C(=O)Cn1nnc2ccccc21 (configuration not stated),·,4%,2%,0.6%,·,·,-6%,·,·,
O=C(CSc1nc(O)cc(=O)[nH]1)Nc1ccc2c(c1)CCC2,-6.7%,4%,19%,0.7%,-3%,0%,-2%,-2%,14%,
CCOC(=O)CCCNC(=O)COC(=O)c1cc(C)cc(C)c1,-8.1%,6%,2%,2.1%,1%,-2%,-2%,8%,-1.3%,
COc1cc2[nH]c(=O)n(CCCCCC(=O)NCCCN3CCC(C)CC3)c(=O)c2cc1OC,-5.6%,9%,-2%,2.7%,0%,-3%,0%,-3%,3.0%,
CCCCN1C(=O)CCC(C(=O)O)C1c1ccc([N+](=O)[O-])cc1 (configuration not stated),·,7%,-6%,0.5%,-6%,5%,-1%,6%,-0.9%,
O=C1C=CC(=O)N1CCNc1ncc(C(F)(F)F)cc1Cl,-18%,3%,-3%,·,-7%,12µM*,-51%,8%,0.4%,
Cc1cc2nccc(-c3cccnc3)n2n1,-2.5%,7%,5%,3.3%,-7%,4%,1%,6%,-1.0%,
COc1cccc(CC(=O)Nn2c(C)nc3ccccc3c2=O)c1,0.8%,4%,13%,-0.3%,1%,12%,-1%,10%,0.2%,
O=C(CCc1ccccc1)Nc1cc(NC(=O)CCc2ccccc2)cc(C(=O)O)c1,-4.6%,3%,4%,1.5%,0%,-11%,-16%,5%,3.9%,
COc1ccc(NC2CCCN(C(=O)CCC3=NNC(=O)CC3)C2)cc1 (configuration not stated),·,126µM*,32%,1.9%,-8%,-10%,4%,5%,0.2%,
O=C(O)C1CC=CCC1C(=O)NCCc1ccccc1 (configuration not stated),-1.9%,2%,-4%,1.9%,-5%,1%,1%,0%,-0.4%,
COc1ccc(NC(=O)c2oc3ccccc3c2NC(=O)C2CC2)cc1,-1.7%,3%,10%,·,-2%,-1%,-2%,1%,-3.4%,
O=S(=O)(NC(=S)NC1CCCCC1)c1ccc(Br)cc1,-3.5%,7%,27%,-0.8%,-5%,6%,-18%,10%,2.2%,
CC1Cc2ccccc2N1C(=O)c1ccc2snnc2c1 (configuration not stated),-2.5%,3%,5%,-0.2%,3%,-1%,0%,2%,7.5%,
O=C(c1ccccc1)c1ccccc1N1C(=O)C=CC1=O,·,17%,?,2.3%,-3%,42%,-48%,12%,-1.5%,
CC(CCc1ccco1)NC(=O)CSc1cc(=O)n(C)c2ccccc12 (configuration not stated),-2.9%,6%,16%,1.3%,-4%,-3%,-10%,2%,4.6%,
Cc1cc(Cl)c(S(=O)(=O)N2CCN(c3ccccc3)CC2)cc1OCC(N)=O,-3.7%,8%,4%,19%,-3%,-11%,-7%,29%,0.3%,
Cc1ccc(C)c(N2CCN(C(=O)Cc3cn(C)c4ccccc34)CC2)c1,-1.6%,6%,8%,?,-2%,4%,6%,7%,0.3%,
CC(=O)Nc1ccc(N2C(=O)CC(Sc3nc4ccccc4s3)C2=O)cc1 (configuration not stated),-3.1%,13%,-4%,0.3%,-4%,11%,-11%,-1%,-1.4%,

# Reprinted from the part before: five compounds, then new ones.
SMILES,XIAP antagonists,Rac1 GTP hydrolysis,Large T inhibition,RSV CPE inhibition,LYP phosphatase,AID2073,NS5 inhibitors,Siah-1 displacement,HIV fusion peptide,others
O=C(c1ccccc1)c1ccccc1N1C(=O)C=CC1=O,·,17%,?,2.3%,-3%,42%,-48%,12%,-1.5%,
CC(CCc1ccco1)NC(=O)CSc1cc(=O)n(C)c2ccccc12 (configuration not stated),-2.9%,6%,16%,1.3%,-4%,-3%,-10%,2%,4.6%,
Cc1cc(Cl)c(S(=O)(=O)N2CCN(c3ccccc3)CC2)cc1OCC(N)=O,-3.7%,8%,4%,19%,-3%,-11%,-7%,29%,0.3%,
Cc1ccc(C)c(N2CCN(C(=O)Cc3cn(C)c4ccccc34)CC2)c1,-1.6%,6%,8%,?,-2%,4%,6%,7%,0.3%,
CC(=O)Nc1ccc(N2C(=O)CC(Sc3nc4ccccc4s3)C2=O)cc1 (configuration not stated),-3.1%,13%,-4%,0.3%,-4%,11%,-11%,-1%,-1.4%,
O=C(c1cc2c(ccc3ccccc32)o1)N1CCCCC1,·,10%,8%,19%,-5%,2%,-2%,0%,-0.7%,
O=C(NC(Cc1c[nH]c2ccccc12)c1nnc2n1CCCCC2)c1ccccc1 (configuration not stated),-5.5%,7%,8%,1.6%,-1%,0%,-8%,2%,-2.7%,
Cc1ccccc1CN1C[C@@H]2C[C@@H](c3cn[nH]c3-c3ccc(F)cc3)N3CCC[C@@]23C1=O,-3.0%,-2%,0%,6.4%,3%,8%,-4%,2%,-1.5%,
CCCCOc1cccc(C(=O)Nc2ccc(S(=O)(=O)Nc3nnc(CC)s3)cc2)c1,·,-1%,21%,?,-7%,20%,5%,12%,43%,NS5 inhibitors pilot replicate=2.8
CC1(c2ccccc2)NC(=O)N(CC(=O)NCCC2=CCCCC2)C1=O (configuration not stated),0.5%,12%,9%,2.9%,-9%,-3%,2%,-4%,-1.3%,
O=C(c1cnn2c(C(F)(F)F)cc(-c3cccs3)nc12)N1CCOCC1,-3.3%,5%,2%,-1.2%,0%,40%,-9%,4%,-1.6%,
CCSC(=N)N,·,5%,8%,3.0%,·,·,1%,·,·,
Cc1cccc(NC(=S)N2CCN(Cc3ccccc3)CC2)c1C,3.4%,9%,23%,2.3%,-3%,27%,-2%,4%,-2.3%,
O=C(O)CCc1nn2c3ccccc3nc2n(CCN2CCCCC2)c1=O,-2.8%,10%,6%,·,-10%,34%,-1%,3%,0.2%,
N/C(=N\N=C\c1cccs1)SC1CC(=O)N(c2cccc([N+](=O)[O-])c2)C1=O (configuration not stated),-8.6%,6%,11%,4.8%,-4%,35%,-1%,5%,-1.7%,
O=C(NCc1ccc(F)cc1)C1CCCN1C(=O)Nc1ccccc1 (configuration not stated),·,10%,-2%,0.1%,-9%,-3%,-1%,-4%,-0.4%,
Cc1ccc(N2C(=O)CC(Cc3ccc(Cl)cc3)C2=O)cc1 (configuration not stated),·,10%,25%,3.3%,-2%,10%,1%,2%,-1.8%,NS5 inhibitors pilot replicate=-1.5
CCCCNc1c([N+](=O)[O-])cc(C(=O)O)cc1[N+](=O)[O-],4.1%,-2%,26%,-0.8%,-3%,4%,-6%,0%,-0.4%,
CCc1ccc(NC(=O)CSc2nnc(Cc3cccn3C)n2-c2ccc(F)cc2)cc1,-7.2%,2%,-3%,0.5%,0%,19%,1%,6%,4.7%,
C=CCn1c(-c2ccoc2C)n[nH]c1=S,-1.6%,9%,9%,-0.3%,-2%,-5%,-2%,-2%,-1.5%,
COCCCNC(=O)CCCC(=O)NCCCOC,-5.6%,2%,2%,1.4%,4%,3%,-9%,-3%,0.4%,
CS/C(=C\[N+](=O)[O-])Nc1ccccc1,-9.9%,13%,2%,2.6%,0%,12%,12%,1%,-2.3%,
Cc1cccc(N2CCN(S(=O)(=O)c3ccc4c(c3)CCCN4C(=O)C3CCC3)CC2)c1C,·,3%,10%,2.4%,-3%,10%,-6%,2%,-2.0%,
CCOC(=O)CSc1nc(C)cc(C)n1,-0.2%,5%,6%,0.8%,-6%,-10%,-3%,0%,-0.7%,
C/C(=N\NC(=O)c1ccn(C)n1)c1cccc(NC(=O)c2ccncc2)c1,2.3%,6%,3%,1.6%,-8%,-2%,-3%,8%,-0.3%,

# Screening results as filed in PubChem.
